Source: PubChem
NALP1 yeast inh = inhibitors of NALP1 inflammasome in yeast | S. cerevisiae NALP1/ASC/caspase-1 growth, X-gal OD620, 72 h | inhibition, % at 10 µM | 0.61% of 280,000 active; in the data active means inhibition mostly above about 24%, no sharp cut-off; inactive means mostly below about 32%; further: some compounds called inactive have numbers as strong as hits
MEKK2 mut-MEK5 = signal of MEK5 binding to mutant human MEKK2 PB1 domain | bead flow cytometry, Alexa488-MEK5 binding to MEKK2 mutant | percent response, % at 10 µM | 0.35% of 290,000 active; in the data active means percent response above about 24%, passing the limit was not always enough; further: inactives centre near 1; some results filed as inactive read as strong as hits; reference of the scale not given here
MEKK2wt PB1 HTS = raises or lowers MEK5 binding to wildtype human MEKK2 PB1 domain. AID 1531. Q9Y2U5. bead flow cytometry, Alexa488-MEK5 binding to MEKK2 WT; actives lie on both sides. 1.1% of 290,000 active. binding response (% of control), % at 10 µM; in the data active means binding response below about 67% or above about 130%
GalR3 antagonist = antagonists of human GalR3 | O60755 | HEK293 GalR3-CNG cAMP membrane potential fluorescence; galR3 body fused to GalR1 C-terminus | inhibition, % at 3 µM | 0.44% of 360,000 active | AID 651719;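 active means inhibition above the screen-wide average plus 3 SD, cut at about 13% in these data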;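 further: forskolin and galanin both at EC90 stimulate the cells; cAMP rise reported by CNG channel membrane potential dye signal; 0% = forskolin plus galanin with DMSO and 100% = forskolin alone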
V1R ag counter = counter-screen for oxytocin receptor agonists: human V1a receptor agonists | P37288 | CHO-V1R cells, Fluo-8 calcium fluorescence, agonist mode; 0% DMSO, 100% 3 nM vasopressin | activation, % at 3 µM | 0.25% of 320,000 active;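 active means activation above the mean activation of all tested compounds plus 3 SD, per screening run, cut at about 20% in these data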;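 further: signal is peak over basal fluorescence ratio across a 100 second FLIPR read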
Target sequence (P37288 whole entry, looked up): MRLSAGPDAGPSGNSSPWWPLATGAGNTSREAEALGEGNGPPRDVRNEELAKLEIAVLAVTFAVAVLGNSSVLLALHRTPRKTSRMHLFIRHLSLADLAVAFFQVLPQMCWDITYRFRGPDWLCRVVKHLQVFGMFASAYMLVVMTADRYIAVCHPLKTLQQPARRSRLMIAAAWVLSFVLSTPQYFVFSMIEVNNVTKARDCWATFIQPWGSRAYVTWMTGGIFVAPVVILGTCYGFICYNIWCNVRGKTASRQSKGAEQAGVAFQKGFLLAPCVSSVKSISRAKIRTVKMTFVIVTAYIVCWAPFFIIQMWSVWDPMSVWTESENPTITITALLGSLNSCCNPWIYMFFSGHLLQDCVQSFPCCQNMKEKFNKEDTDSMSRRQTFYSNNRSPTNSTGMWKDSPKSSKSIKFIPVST
GPR7 antagonist = human neuropeptides B/W receptor 1 antagonism. GPR7-expressing cells, fluorescence antagonist assay. 1.1% of 290,000 active. inhibition, % at 4.4 µM. P48145; in the data active means inhibition above about 16%, passing the limit was not always enough;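 further: cells stimulated with the agonist NPW; 0% = agonist with vehicle and 100% = vehicle without agonist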
Target sequence (P48145 whole entry, looked up): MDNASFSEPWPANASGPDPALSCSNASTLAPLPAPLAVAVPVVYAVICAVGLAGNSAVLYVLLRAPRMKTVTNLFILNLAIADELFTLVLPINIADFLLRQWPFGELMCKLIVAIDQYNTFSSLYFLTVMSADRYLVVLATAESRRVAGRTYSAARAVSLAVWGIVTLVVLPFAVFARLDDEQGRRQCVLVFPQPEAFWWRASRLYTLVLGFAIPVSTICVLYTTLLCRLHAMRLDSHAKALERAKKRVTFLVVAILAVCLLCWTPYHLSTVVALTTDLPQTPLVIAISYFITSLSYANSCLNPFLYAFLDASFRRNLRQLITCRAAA
OXTR ag = human OXTR agonism; P30559; CHO-OTR cells, Fluo-8 calcium fluorescence; normalized: DMSO 0%, oxytocin 100%; activation, % at 3 µM; 0.32% of 320,000 active; AID 2435;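 active means activation above the mean of all tested compounds plus 3 SD, cutoff set per screening run, cut at about 20% in these data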;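 further: peak over basal fluorescence ratio from a 100 s FLIPR kinetic read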
PHOSPHO1 inh = blocks human PHOSPHO1 phosphatase activity; Q8TCT1; recombinant PHOSPHO1, absorbance phosphatase assay; inhibition, % at 13.3 µM; 1.1% of 290,000 active; AID 1565; in the data active means inhibition above about 60%
Target sequence (Q8TCT1 whole entry, looked up): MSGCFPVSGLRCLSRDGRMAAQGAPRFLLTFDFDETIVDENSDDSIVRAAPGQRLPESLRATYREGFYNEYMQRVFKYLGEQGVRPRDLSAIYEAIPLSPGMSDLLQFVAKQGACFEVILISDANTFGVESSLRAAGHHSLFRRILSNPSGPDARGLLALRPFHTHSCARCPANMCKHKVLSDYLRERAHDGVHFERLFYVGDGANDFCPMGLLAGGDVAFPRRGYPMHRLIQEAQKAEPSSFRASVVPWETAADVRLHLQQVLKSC
MEKK3 PB1 HTS = MEKK3-MEK5 PB1 interaction, increase or decrease. bead-based flow cytometry, Alexa488-MEK5 binding to MEKK3; actives lie on both sides; 0 = blocked by unlabeled MEK5, 100 = vehicle. binding response (% of control), % at 10 µM. 1.4% of 290,000 active. AID 1529;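 active means binding response more than 3 SD above or below the average of its plate-row segment, actives on both sides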;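 further: Alexa488 bead fluorescence after subtracting the streptavidin-only scavenger bead signal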
An asterisk follows results filed as active; . = no result given. Not a hit list; overall some 5.4% were active at least once.

entry	structure	NALP1 yeast inh	MEKK2 mut-MEK5	MEKK2wt PB1 HTS	GalR3 antagonist	V1R ag counter	GPR7 antagonist	OXTR ag	PHOSPHO1 inh	MEKK3 PB1 HTS
1	COc1ccc(CCCc2nnc(SCC(=O)NN)o2)cc1	23	-4	92	0	-1.0	-10	-0.6	-11	98
2	COc1ccccc1N=C1SCC(=O)N1Cc1ccco1	.	4	101	-4	-1.1	-22	-2.3	17	103
3	Cc1ccc2c(c1)nc(-n1nc(C)cc1C)c1nnnn12	0	-14	87	-4	-0.3	-11	-0.3	-15	94
4	O=C(O)c1ccc2c(c1)c1c3n2CCNC3CCC1 (configuration not stated)	12	5	106	-10	0.1	7	0.7	-1	102
5	CCOc1ccc(NC(=O)C2CCN(S(=O)(=O)c3c(C)n[nH]c3C)CC2)cc1	21	7	107	-4	-1.1	-3	0.1	11	104
6	COc1cc(NC(=O)c2ccccn2)cc(OC)c1OC	-2	0	101	-7	-0.1	0	0.4	-13	102
7	Cc1cc(C)cc(-n2ncc3c2CCCC3NC(=O)CN2CCCCC2=O)c1 (configuration not stated)	6	9	114	-1	-0.2	-5	-0.7	30	106
8	Cc1cccc(NC(=O)c2ccccc2C(=O)O)c1	36	4	105	-3	0.5	-4	0.1	-3	101
9	COc1ccc(S(=O)(=O)N(CC(=O)NCc2ccco2)c2ccccc2)cc1	14	0	95	-5	-0.3	-20	-0.2	26	102
10	COc1ccc(CN2CCC(n3nccc3NC(=O)C3CCCC3)CC2)cc1	12	20	144*	3	2.8	0	1.3	61*	108
11	O=C(N/N=C/c1cccc(O)c1)c1ccc(COc2ccccc2Br)cc1	0	-2	107	-2	0.2	-13	-0.4	-6	103
12	Cc1ccc(C(=O)c2sc3c(c2N)c(=O)[nH]c(=O)n3CCc2ccccc2)cc1	20	2	104	-2	0.0	-6	-0.9	-7	96
13	CCOc1ccccc1CNS(=O)(=O)c1ccc2c(c1)oc(=O)n2C	4	-6	90	-2	2.4	0	0.6	-5	85
14	CCC(=O)N1CCc2cc(S(=O)(=O)CCC(=O)NCc3cccs3)ccc21	11	-3	93	0	-0.9	7	-0.8	19	91
15	CS(=O)(=O)c1ccc(Cl)c(NC(=O)COC(=O)c2cccc(S(=O)(=O)N3CCCCC3)c2)c1	-8	5	100	0	14	-6	1.9	.	94
16	Cc1ccc(NC(=O)CC2=NC(=O)C(CC(=O)Nc3ccccc3C)S2)cc1 (configuration not stated)	-2	-2	100	-6	0.2	-5	-0.8	6	108
17	Cc1ccc(-c2nnc(Cc3ccc([N+](=O)[O-])cc3)o2)cc1	18	-4	98	-2	-1.0	-2	-2.1	-3	100
18	COc1ccccc1OC(=O)c1ccc2nsnc2c1	.	-2	104	-2	-0.1	-14	-0.9	0	103
19	O=[N+]([O-])c1ccc2nc(-c3ccccc3)cc(-c3ccccc3)c2c1	22	-1	102	1	0.0	-4	-0.3	-13	103
20	O=c1c2ccccc2nc2n1C(CSc1ccc(Br)cc1)CN2 (configuration not stated)	31*	-7	94	-1	1.0	-1	-1.0	11	88
21	COc1ccccc1NC(=O)N1CCc2c([nH]c3ccccc23)C1C(F)(F)F (configuration not stated)	27	-34	65	-6	0.7	-14	-1.2	56	69
22	Cc1ccccc1C(=O)NC(=S)NCCN1CCOCC1	17	-1	103	-3	0.0	-2	-0.3	1	102
23	COc1cc(CN2CCC(C(=O)NCC(C)(C)CN(C)C)CC2)ccc1OCc1ccccc1	5	7	119	-10	0.4	-15	0.4	-52	104
24	CCC(C)(C)C(=O)Nc1nnc(CCc2ccccc2)s1	12	2	109	3	-0.8	-18	0.8	4	108
25	COc1ccc(C2=C(C#N)C(=O)OC2)cc1	-8	-2	97	-4	-0.2	-3	0.7	24	102

Only MEKK3 PB1 HTS, OXTR ag and GPR7 antagonist, for some of the entries so far:
nr	smiles	MEKK3 PB1 HTS	OXTR ag	GPR7 antagonist
19	O=[N+]([O-])c1ccc2nc(-c3ccccc3)cc(-c3ccccc3)c2c1	103	-0.3	-4
23	COc1cc(CN2CCC(C(=O)NCC(C)(C)CN(C)C)CC2)ccc1OCc1ccccc1	104	0.4	-15
22	Cc1ccccc1C(=O)NC(=S)NCCN1CCOCC1	102	-0.3	-2

Additional entries:
entry	structure	NALP1 yeast inh	MEKK2 mut-MEK5	MEKK2wt PB1 HTS	GalR3 antagonist	V1R ag counter	GPR7 antagonist	OXTR ag	PHOSPHO1 inh	MEKK3 PB1 HTS
26	O=C(Nc1ccccc1)N1C2CCC1CC(O)(c1cccnc1)C2 (configuration not stated)	-18	7	103	0	0.8	-5	2.4	5	102
27	CCn1c2ccccc2c2cc(NC(=O)CSc3nnc(-c4ccc(OC)cc4)n3N)ccc21	7	1	101	0	-0.6	9	-1.4	-25	104
28	O=C(CN1CCN(C(=O)c2ccco2)CC1)Nc1ccc(F)cc1F	19	-1	96	-6	0.8	22	-0.1	18	100
29	COc1ccc(C(=O)NN(C)c2nc(-c3ccccc3)nnc2C(F)(F)F)cc1	-3	.	.	-1	1.1	0	1.6	1	.
30	Cc1ccc(N2C(=O)CC(Cn3nc(C)cc3C)C2=O)cc1 (configuration not stated)	-4	.	.	-1	1.5	-5	0.0	-11	.
31	COc1cc(NC(=O)c2ccc(-c3csc(C)n3)cc2)c(OC)cc1Cl	-14	5	101	-5	-0.7	-19	-1.6	40	104
32	COc1cccc(CNC(=O)CCC2CCCN(Cc3ccc(OC(F)F)cc3)C2)c1 (configuration not stated)	-7	4	106	-4	2.9	6	1.7	19	102
33	COc1cc(/C=N/Nc2nc3ccccc3o2)cc(OC)c1O	-14	0	100	-6	-0.3	-3	0.4	3	103
34	CCOC(=O)C1CCN(Cc2cnc(Oc3ccc(C(C)(C)C)cc3)s2)CC1	-11	0	113	-9	0.2	-5	1.4	-62	104
35	O=C(CCC(=O)N/N=C/c1cc(Cl)cc(Cl)c1O)NCc1ccccc1	-1	-8	94	-1	0.4	-6	-1.5	25	103
36	O=C1CC(C(=O)Nc2ccc(F)c(Cl)c2)N=C(N2CCCCC2)N1 (configuration not stated)	28	0	101	-5	0.0	-3	-0.1	7	101
37	CC(OC(=O)C1COc2ccccc2O1)C(=O)N(C)c1ccccc1 (configuration not stated)	8	-6	90	-4	0.3	2	-0.2	-65	99
38	COc1ccc(C(=O)N=C2SC3CS(=O)(=O)CC3N2Cc2ccc(F)cc2)cc1 (configuration not stated)	12	-7	92	-8	4.7	-1	4.8	34	96
39	COc1ccc(N2C(=O)CC(N3CCC(O)(c4ccc(Cl)cc4)CC3)C2=O)cc1 (configuration not stated)	12	6	102	-8	5.8	6	7.5	-6	102
40	O=C(Nc1ccc(F)cc1)c1cccnn1	5	6	101	-8	0.2	-5	0.4	-149	103
41	S=c1[nH]c(-c2ccccc2)cn1/N=C/c1ccncc1	-7	-3	98	-1	-0.6	-21	-0.5	70*	100
42	CCOc1ccc(NC(=O)CN2CCN(Cc3c(F)cccc3F)CC2)cc1	-2	3	104	-6	-1.2	-19	0.2	5	105
43	Cc1cc(C)nc(NC(N)=NC2CCCCC2)n1	-11	5	107	2	-0.5	-4	0.3	-1	124
44	O=C(c1cc(-c2cccc(Cl)c2)nc2ccccc12)N1CCN(c2ccccn2)CC1	2	-2	98	-4	-0.1	-23	-0.6	0	98
45	Cc1ccc(C(C)n2cc(C(=O)NCc3cccnc3)nn2)cc1 (configuration not stated)	6	4	110	4	2.3	-1	2.1	-29	111
46	COc1ccc(OC)c(NC(=O)c2ccccc2SC)c1	-2	2	99	-1	-1.2	-13	-1.9	5	100
47	COC(=O)c1cc2ccsc2n1Cc1cccc(F)c1	19	-2	101	-3	0.5	-7	-2.1	-1	99
48	O=C(Nc1nccs1)c1ccc(S(=O)(=O)c2ccccc2)cc1	15	1	100	-3	5.2	-10	4.6	-31	96
49	C/C(=N\NC(=O)c1c(Br)c(C)nn1C)c1cccc(NC(=O)c2ccccc2C)c1	14	2	107	-1	3.8	-6	2.5	14	102
50	Cc1cc(C)c2c(N=NN(C)C)[nH]nc2n1	7	4	105	-3	0.1	-11	0.5	11	105

Carrying on.
entry	structure	NALP1 yeast inh	MEKK2 mut-MEK5	MEKK2wt PB1 HTS	GalR3 antagonist	V1R ag counter	GPR7 antagonist	OXTR ag	PHOSPHO1 inh	MEKK3 PB1 HTS
51	O=c1c(-c2cnn(-c3ccccc3)c2)coc2cc(O)ccc12	-2	-28	72	.	1.8	14	0.7	-6	84
52	O=C(c1ccc(C#CC2(O)CCCCC2)cc1)N1CCN(Cc2ccccc2)CC1	6	8	107	-5	7.3	25	6.7	-4	105
53	Nc1c(Cl)cc(-c2csc(NCCc3nc4cc(Cl)c(Cl)cc4n3CCCO)n2)cc1Cl	-4	-4	90	-1	1.0	17	-0.9	-2	103
54	O=C(COc1ccc(Cl)cc1)NCc1nnc(SCC(=O)NC2CCCC2)o1	17	.	.	-7	0.1	-2	-1.2	-17	.
55	COc1cc(OC)cc(C(=O)N2CCC(C(=O)c3ccc(F)cc3)CC2)c1	4	8	108	-9	0.6	-13	-1.2	.	102
56	CCCc1nnc(NC(=O)CCC(=O)NCCc2ccc(OC)c(OC)c2)s1	32	-1	100	-1	-0.2	-4	-0.7	-26	115
57	CCOc1cc(/C=N/NC(=O)CNc2ccc(C)cc2)ccc1OC(=O)c1ccccc1	16	-2	100	-7	-0.6	14	-1.7	0	103
58	CCN(CC)S(=O)(=O)c1ccc(NC(=S)Nc2ccccc2)cc1	1	-5	103	-6	1.1	25	8.7	.	103
59	CCC(=O)Nc1ccc(/C(C)=N\NS(=O)(=O)c2ccc(C)cc2)cc1	11	8	105	-5	3.4	0	0.7	45	110
60	COc1ccc(NC2=CC(=O)CC(C)(C)C2)cc1	9	3	102	-10	-0.1	-4	0.2	11	106
61	COc1ccc(S(=O)(=O)N2CCN(CC(=O)c3ccc(O)c(O)c3)CC2)cc1	-15	2	105	3	1.2	-6	0.7	-28	98
62	O=C(N/C(=C\c1ccc(Br)cc1)C(=O)N1CCCC1)c1cccs1	1	4	101	3	-0.5	-8	-1.3	-16	102
63	COC(=O)CSC(C(=O)Nc1ccc(C)c(C)c1)c1ccccc1 (configuration not stated)	8	1	103	-3	-1.0	-5	-1.7	2	104
64	Brc1ccc(-c2nn3c(Cc4ccccc4)nnc3s2)o1	-3	1	106	-1	0.7	-4	2.0	26	101
65	CCOc1ccccc1CN1CCNC(=O)C1CC(=O)NC1CCCCCCC1 (configuration not stated)	5	-6	95	-2	0.4	3	-0.5	4	95
66	CCOc1ccc(C(=O)Cc2cc3cccc(OC)c3oc2=O)cc1	21	2	106	-8	0.3	-6	0.6	-10	106
67	O=C(Nc1ccc(N2CCOCC2)cc1)C1CCCCN1S(=O)(=O)c1ccccc1 (configuration not stated)	.	9	114	-1	2.5	-7	1.1	33	108
68	C=C(C)C(=O)N1CC2(CC(c3cccc(NC(=O)COc4ccc(Cl)cc4)c3)=NO2)C[C@@H]1C(N)=O (some centres not stated)	.	-8	96	-1	-0.5	.	0.0	40	96
69	O=C(Nc1ccccn1)NC12CC3CC(CC(C3)C1)C2	-2	17	101	-3	-0.8	-2	-1.8	-14	106
70	CC(=O)c1c(COC(=O)c2cccnc2)nc2ccccc2[n+]1[O-]	8	-4	98	6	-0.5	-16	-0.1	88*	96
71	N#Cc1cnc(Nc2nc3ccccc3o2)nc1-c1ccccc1	8	-2	93	-3	0.2	-5	-1.4	34	92
72	Cc1nc(CSc2nnc(N)s2)cs1	9	-12	86	-1	0.3	-6	0.0	-8	98
73	COc1ccc(-c2csc(NC(=O)c3cc(-c4cccs4)nc4ccccc34)n2)c(OC)c1	26	0	101	1	-1.4	3	-1.5	-12	120
74	COc1ccc2c(c1)CC(C1(O)C(=O)Nc3ccccc31)C2=O (configuration not stated)	2	1	100	-4	0.2	-9	0.8	-14	105
